EPAC2 agonist: EPAC2 (human) agonism. 0.079% of 360,000 active. AID 720711. EPAC2 activation, biochemical qHTS; response scale: 100% = 6.5 mM cAMP response. Q8WZA2. Potency, µM (top dose mostly 154 µM), for the others: at the highest dose activation, actives largely listed as activators; also: potency is read from the fitted curve at half-maximal effect; nearly all actives have a fitted effect of over 50% in size
Target sequence (Q8WZA2 whole entry, looked up): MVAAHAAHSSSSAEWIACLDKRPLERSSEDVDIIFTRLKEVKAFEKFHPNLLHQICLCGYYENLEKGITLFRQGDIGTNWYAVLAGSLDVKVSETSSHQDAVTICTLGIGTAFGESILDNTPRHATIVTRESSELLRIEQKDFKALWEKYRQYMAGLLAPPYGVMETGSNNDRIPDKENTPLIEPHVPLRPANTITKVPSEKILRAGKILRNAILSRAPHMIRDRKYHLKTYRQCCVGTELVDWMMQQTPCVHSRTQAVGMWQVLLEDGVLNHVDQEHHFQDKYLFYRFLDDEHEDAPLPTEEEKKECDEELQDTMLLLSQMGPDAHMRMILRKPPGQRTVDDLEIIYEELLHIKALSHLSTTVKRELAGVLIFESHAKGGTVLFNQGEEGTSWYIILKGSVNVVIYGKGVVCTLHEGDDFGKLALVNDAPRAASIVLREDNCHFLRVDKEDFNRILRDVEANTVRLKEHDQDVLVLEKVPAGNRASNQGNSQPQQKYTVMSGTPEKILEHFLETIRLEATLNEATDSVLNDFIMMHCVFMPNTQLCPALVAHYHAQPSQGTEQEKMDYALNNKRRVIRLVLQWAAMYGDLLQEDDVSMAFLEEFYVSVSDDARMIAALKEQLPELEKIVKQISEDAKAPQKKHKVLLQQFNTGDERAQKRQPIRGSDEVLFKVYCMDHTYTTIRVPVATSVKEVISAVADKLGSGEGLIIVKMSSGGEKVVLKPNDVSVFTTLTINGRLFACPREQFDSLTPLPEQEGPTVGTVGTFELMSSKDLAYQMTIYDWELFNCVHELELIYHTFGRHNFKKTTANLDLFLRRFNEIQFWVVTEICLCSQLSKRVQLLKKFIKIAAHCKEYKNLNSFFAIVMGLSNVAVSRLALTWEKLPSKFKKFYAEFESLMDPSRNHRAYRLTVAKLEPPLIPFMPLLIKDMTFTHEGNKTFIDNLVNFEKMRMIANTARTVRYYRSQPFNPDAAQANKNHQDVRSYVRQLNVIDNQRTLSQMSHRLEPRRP
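Compounds were added across a concentration range to EPAC2 (100 nM), RAP1B-BODIPY-GDP (250 nM) and GDP (50 uM). After 5 min at room temperature, fluorescence was recorded at 5-min intervals for 30 min.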
EPAC1 antagonist: blocks human EPAC1 exchange factor. Potency, µM (top dose mostly 115 µM), for inactives: top-dose activity change, negative = inhibition, actives largely listed as inhibitors. EPAC1 GEF assay, Rap1b-BODIPY-GDP exchange fluorescence. AID 720709. 0.14% of 360,000 active;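 also: potency is read from the fitted curve at half-maximal effect; plate controls were vehicle for no effect and positive control for full effect; nearly all actives have a fitted effect of over 50% in size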
PLK1 PBD inh: PLK1 (human) polo-box domain binding inhibition; Plk1 PBD binding of FITC phosphopeptide, fluorescence polarization; 2.8% of 360,000 active; P53350; Potency, µM, inactives show max response, negative = inhibition, usual class: inhibitors; also: potency is read from the fitted curve at half-maximal effect; series mostly up to about 57 µM; % is scaled to controls: 0 for no effect and ±100 for the full control effect; nearly all actives have a fitted effect of over 65% in size
EPAC1 agonist: agonists of human EPAC1; EPAC1 agonist qHTS, biochemical assay; response scale: 100% = response to 6.5 mM cAMP; O95398; 0.073% of 360,000 active; Potency, µM (titrated, usually from 154 µM), without a hit: at the top dose activation, actives largely listed as activators; also: potency is read from the fitted curve at half-maximal effect; nearly all actives have a fitted effect of over 60% in size
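Read-out is the fluorescence drop as BODIPY-GDP leaves Rap1B (480 nm excitation, 540 nm emission), recorded every 5 minutes over 30 minutes. Reactions held 100 nM EPAC1, 250 nM Rap1B–BODIPY-GDP and 50 uM GDP, with 6.5 mM cAMP setting full activation.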
WRN helicase inh: blocks human WRN helicase; Q14191; WRN helicase unwinding, fluorescent forked duplex, kinetic; Potency, µM (series often up to 114 µM), for the others: at the highest dose activity change, negative = inhibition, usual class: inhibitors; 0.46% of 360,000 active; also: potency is read from the fitted curve at half-maximal effect; % is scaled to controls: 0 for no effect and ±100 for the full control effect; nearly all actives have a fitted effect of over 55% in size
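Primary qHTS, 1536-well format. 20 nM WRN + compound, 15 min RT; start with 100 nM forked fluorophore/quencher duplex, 2 mM ATP (final); kinetic read ex 525/em 598 nm.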
PI5P4Ka inh: inhibitors of human PI5P4K alpha | max response, % | AID 652105 | P48426 | 1.2% of 330,000 active | PI5P4Kalpha enzyme, ADP-Glo luminescence, 60 min; active compounds read low; active = max response of -50% or lower; inconclusive = between -30% and -50%; inactive = -30% or higher; also: value at the top dose of about 77 µM; % is scaled to controls: 0 for no effect and ±100 for the full control effect
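Luminescence from ADP-Glo served as readout of PI5P4Kalpha activity in a qHTS format. Reaction: enzyme, substrate, compound, ATP at 5 microM final, 60 min at RT.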
IL2 activator: activates IL-2 in a cell-based reporter assay | IL-2 activation reporter assay, cell-based qHTS; stimulated with anti-CD3/CD4/CD28 beads; in transgenic mouse T cells | activation, % (series mostly up to about 46 µM) | 0.065% of 360,000 active | AID 652025; in the data active = activation above about 50%; inconclusive = mostly about 30% to 49%; also: 0% is about no effect
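Using fluorescent plate cytometry, EGFP and DsRed are detected in transgenic mouse T cells stimulated 18 h at 37 degrees C with antibody-coated beads after 60 min compound pretreatment.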
CCT chaperon mod: changes cytosolic chaperonin activity; purified chaperonin ATPase assay, HTRF ADP detection, 30 min; activity change, % (concentration not given with the values), hits read low; 0.3% of 360,000 active; in the data active = activity change below about -30%; also: % is scaled to controls: 0 for no effect and ±100 for the full control effect
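ATPase activity: ADP formed was measured by HTRF Transcreener (665/615 nm ratio) after 30 min at 37 deg C with 10 uM ATP. Compounds screened at one 76 uM concentration against 40 or 20 nM TRiC in Tris pH 7.4/KCl/MgCl2/DTT buffer.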
* hit, by the source's call; ? = inconclusive; · = not tested or not shown; [ ] = remark or other dose. Unless noted, calls follow the shape of the dose curve; as a rule, active = well fitted curve in the direction sought with a large enough effect; inconclusive = small, poorly fitted or top-dose-only effect, or another doubt; inactive = no such curve, though single readings can be large; an effect the other way counts as inactive or inconclusive. A portion of the library; count on the stated rates, not on these rows.

Preview (3 entries):
Value order: EPAC2 agonist, EPAC1 antagonist, PLK1 PBD inh, EPAC1 agonist, WRN helicase inh, PI5P4Ka inh, IL2 activator, CCT chaperon mod
> O=C(CSc1nnc(CCCN2C(=O)c3cccc4cccc(c34)C2=O)n1-c1ccccc1)N1CCCCC1
    5%, ?, -8%, -4%, -8%, 2, 0.0, -2.5
> Cc1ccc(-n2nc(C)c(/C=N/n3c(C)n[nH]c3=S)c2Cl)cc1
    3%, -3%, -8%, -4%, 7%, -7, 0.1, 2.4
> OC(c1ccccc1)C(Nc1ccccn1)c1ccccc1 (stereo unspecified)
    15%, -12%, 1%, 5%, -11%, -1, 0.2, -0.1

Results, from the first entry:
Value order: EPAC2 agonist, EPAC1 antagonist, PLK1 PBD inh, EPAC1 agonist, WRN helicase inh, PI5P4Ka inh, IL2 activator, CCT chaperon mod
> O=C(CSc1nnc(CCCN2C(=O)c3cccc4cccc(c34)C2=O)n1-c1ccccc1)N1CCCCC1
    5%, ?, -8%, -4%, -8%, 2, 0.0, -2.5
> Cc1ccc(-n2nc(C)c(/C=N/n3c(C)n[nH]c3=S)c2Cl)cc1
    3%, -3%, -8%, -4%, 7%, -7, 0.1, 2.4
> OC(c1ccccc1)C(Nc1ccccn1)c1ccccc1 (stereo unspecified)
    15%, -12%, 1%, 5%, -11%, -1, 0.2, -0.1
> CCOC(=O)c1[nH]c2ccc(OC)cc2c1NC(=S)N1CCN(c2cccc(Cl)c2)CC1
    -12%, 3%, 2%, -13%, 11%, 1, -1.1, -4.0
> COc1ccc(Cl)cc1NC(=S)NCCN1CCOCC1
    10%, 2%, -10%, 6%, 5%, -3, 0.7, -0.4
> CC(=O)Nc1ccc(NC(=O)CS(=O)(=O)Cc2ccccc2)cc1
    2%, 11%, 1%, 6%, -25%, -5, 0.3, -2.2
> O=C(CCNS(=O)(=O)c1cccc2nsnc12)NCc1ccccc1
    4%, 5%, 2%, 0%, -3%[57.1 µM], 5, 0.0, 0.8
> O=C(N/N=C/c1ccc(OC(=O)c2ccc([N+](=O)[O-])cc2)cc1)c1cccnc1
    2%, 6%, 4%, -10%, 0%, 6, 1.3, 3.5
> CCN(Cc1ccccc1)C(=O)C1CCN(C/C(C)=C/c2ccccc2)CC1
    -2%, -15%, -7%, -8%, -10%, -1, 0.4, 1.1
> Cc1ccc(C)c(N2CCN(S(=O)(=O)c3cn(C)cn3)CC2)c1
    7%, 4%, -15%, 2%, -7%, 0, -1.4, 0.0
> COc1ccc(S(=O)(=O)N2CCC(C(=O)NC3CC3)CC2)cc1C
    7%, 7%, -10%, 6%, 2%, -10, -1.3, -0.8
> CC(C)(C)NC(=O)/C=C/c1cccs1
    8%, -2%, -2%, -7%, 6%, 3, 0.7, -1.6
> CCOc1c(Cl)cc(Cl)cc1CNCCNCCO
    8%, 13%, -8%, 10%, -3%, ·, 0.4, -1.6
> COc1ccc(Br)cc1CNC(=O)c1ccc2c(c1)N(C)CCS2
    12%, -10%, -7%, 7%, 1%, 6, -2.3, -1.6
> CCN(Cc1ccccc1)S(=O)(=O)c1ccc2c(c1)NC(=O)CS2
    7%, -14%, 3%, 1%, -3%, -1, -0.6, 0.2
> O=C(c1cn(-c2ccccc2)nc1-c1ccc(Cl)s1)N1CCOCC1
    -8%, 0%, -4%, 4%, -3%, 8, 2.1, -0.3
> O=C(N/N=C/c1ccc[nH]1)c1cccc(Br)c1
    -4%, -20%, 4%, -3%, -11%, -1, -0.3, 2.1
> CN1C(=O)C(C)(C)c2cc(S(=O)(=O)N3CCCC3C(=O)NCc3ccccc3Cl)ccc21 (stereo unspecified)
    2%, -5%, -10%, -6%, 4%, 5, 2.1, 1.4
> COc1ccc(C(=O)NCC(=O)N2CCc3ccccc3C2)cc1
    7%, 6%, -23%, 11%, -2%, -9, -0.4, -6.3
> CN(C(=O)CSc1nnc(-c2cccc(F)c2)n1N)C1CCS(=O)(=O)C1 (stereo unspecified)
    0%, ?, -13%, -7%, 4%, 2, -3.0, -1.7

Some values from the list.
O=C(CCNS(=O)(=O)c1cccc2nsnc12)NCc1ccccc1 – IL2 activator = 0.0
CCN(Cc1ccccc1)C(=O)C1CCN(C/C(C)=C/c2ccccc2)CC1 – EPAC1 agonist = -8%

(continued)
Value order: EPAC2 agonist, EPAC1 antagonist, PLK1 PBD inh, EPAC1 agonist, WRN helicase inh, PI5P4Ka inh, IL2 activator, CCT chaperon mod
> CC(C)(C)c1ccc(S(=O)(=O)NC(=O)C2(C)CCN2C(=O)Cc2cc(F)ccc2F)cc1 (stereo unspecified)
    4%, 14%, -1%, -29%, 3%, 6, -0.2, 1.3
> CN(c1ccccc1)S(=O)(=O)c1cccc(C(=O)OCC(=O)NCc2ccco2)c1
    7%, -7%, -1%, -6%, -2%, -8, 1.2, -0.8
> C=CCn1cc(CN2CCC(C(=O)Nc3ccc(Oc4cccnc4)cc3)CC2)c(C)n1
    1%, 25%, -1%, 2%, 1%, 0, -1.6, -31*
> CCCc1cc(C(=O)NCCc2ccccc2)no1
    18%, 18%, -1%, -11%, 8%, -10, -0.8, 0.5
> CCN1CCN(C(=O)CCc2nnc(CCc3c[nH]c4ccccc34)o2)[C@@H](C)C1=O
    7%, -10%, 2%, 2%, -4%, -1, -0.9, -1.7
> CC(/C=N/NC(=O)CNc1n[nH]c(=O)[nH]c1=O)c1ccccc1 (stereo unspecified)
    6%, 3%, -4%, 5%, -6%, 3, -0.3, 0.5
> CO[C@@H]1CN(C)C(=O)c2ccc(NC(=O)c3ccccc3F)cc2OC[C@@H](C)N(CC2CCOCC2)C[C@@H]1C
    -2%, -11%, -6%, 0%, 0%, 0, 2.2, ·
> O=C1CCCN1c1ccc(S(=O)(=O)Nc2cccnc2)cc1
    9%, 0%, -2%, 0%, 8%[57.1 µM], -3, -0.7, -1.5
> CC(Cc1ccccc1)NC(=O)CN1C(=O)c2ccccc2S1(=O)=O (stereo unspecified)
    5%, 12%, -2%, 4%, -13%, -2, -2.7, -1.1
> CCN1CCN(C(=O)c2ccccc2N(C)S(=O)(=O)c2ccc(C)cc2)CC1
    4%, 8%, -2%, -5%, 13%, ·, -1.1, 1.1
> O=c1[nH]n(-c2ccccc2Cl)c(=O)c2ccccc12
    7%, 10%, -2%, 0%, 14%, 3, 0.2, -3.4
> C=CCNC(=O)c1onc(CS(=O)(=O)c2cc(C)cc(C)c2)c1C(=O)NCC=C
    -2%, -9%, -6%, -18%, 3%, 0, 1.0, 0.1
> O=C(NC1CC1)C1=C[C@H](c2c[nH]c3ccccc23)C[C@H](OCCCCO)O1
    2%, -15%, -2%, 13%, 2%, -19, 0.0, -0.8
> CSc1cccc(NC(=S)N2CCC(N(C)C3CCCCCC3)CC2)c1
    -5%, -9%, -7%, 1%, 3%, 0, -0.7, -1.9
> NC(=O)COC(=O)c1cccc(S(=O)(=O)N2CCN(c3ccccc3)CC2)c1
    1%, -5%, -17%, -3%, 8%, -2, -0.6, -15
> CCOc1ccccc1CNC(=O)CCCc1cn(C)c2ccccc12
    15%, 1%, 3%, 8%, -2%, 2, 0.5, -3.2
> Cc1c(NC(=S)N/C(=N/S(=O)(=O)c2ccccc2)c2ccccc2)c(=O)n(-c2ccccc2)n1C
    19%, 9%, ?, 5%, -2%, -1, -2.6, 0.1
> O=[N+]([O-])c1ccc(N2CCCC2)nc1N1CCCC1
    2%, 13%, 4%, 2%, -3%, 0, -2.0, 0.1
> Cc1c(C(=O)OCC(=O)N2c3ccccc3CC2C)oc2ccccc12 (stereo unspecified)
    6%, 5%, 1%, 7%, 0%, 0, 2.6, -0.2
> Cc1ccc(S(N)(=O)=O)c(C)c1N1CCCC1=O
    3%, -23%, -13%, -9%, -1%, 1, -1.3, -9.8

Molecule	EPAC2 agonist	EPAC1 antagonist	PLK1 PBD inh	EPAC1 agonist	WRN helicase inh	PI5P4Ka inh	IL2 activator	CCT chaperon mod
CCCn1c(=S)[nH]c2cc(C(=O)N3CCN(c4ccccc4)CC3)ccc2c1=O	-2%	13%	1%	5%	2%	-5	-0.2	0.0
C=CCn1c(SCC(=O)c2c(N)n(CCC)c(=O)n(C)c2=O)nc2sc(CC)cc2c1=O	-10%	16%	2%	-1%	-10%	3	0.0	0.3
CNc1nc(Oc2cccc(NC(C)=O)c2)c2sccc2n1	7%	-2%	-5%	2%	1%	-1	1.3	1.4
Cc1ccc(Cl)cc1N(CC(=O)N1CCCCCC1)S(C)(=O)=O	1%	-5%	0%	-10%	2%	-3	-2.4	1.4
NC(=O)C1CCCN(S(=O)(=O)c2ccc(Br)cc2)C1 (stereo unspecified)	-2%	17%	-4%	-3%	-10%[57.1 µM]	-8	0.2	-1.1
CCCC1=NN(c2ccc([N+](=O)[O-])cc2)C(=O)/C1=C/N(C)C	6%	-2%	-7%	5%	-35%[57.1 µM]	-7	-0.9	-0.4
Cc1noc(C)c1C(=O)N1CCN(CCc2ccccc2)CC1	7%	9%	0%	-3%	-12%	·	-2.6	0.6
COC(=O)[C@]12CCCCC=C1N(Cc1cccc3ccccc13)C(=O)[C@H](CC(=O)NCCc1ccccc1OC)C2	7%	-22%	-5%	13%	-9%	9	-1.0	1.0
CC1CN(C(=O)c2cc3cc(Cl)cc(Cl)c3oc2=O)CC(C)O1 (stereo unspecified)	-1%	20%	21µM*	6%	-2%	-9	-0.3	-3.4
COc1ccc(CCNC(=O)CSc2ccc3nnc(CCNC(=O)c4ccc(C)cc4)n3n2)cc1OC	3%	9%	-3%	11%	1%	1	-0.9	1.0
